WT yeast gro inh: growth inhibition of WT strain, primary screen, mitochondrial fusion inhibitor project, WT and mutant strains, chemical genetic. inhibition, % at 10 µM. AID 1362, 2008. mitochondrial fusion phenotypic screen. 2.1% of 190,000 active; in the data active = inhibition above about 58%; tested in S. cerevisiae
Yfh1-depleted yeast: enhancers of respiration in Yfh1-depleted yeast, dose response, Friedreich's ataxia, plus single-dose screen (AID 1465). 0.074% of 220,000 active. S. cerevisiae Yfh1-off respiration, WST-1 reduction, 72 h; higher fold induction means a stronger effect. fold induction at 50 µM; hits with a dose series show EC50 in µM;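 active = fold induction of absorbance versus untreated yeast above a set limit, then at least 30% activation at any dose in follow-up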;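 also: activators that raise dye reduction in frataxin-depleted yeast; strong numbers were not always called active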
West Nile virus CPE: West Nile virus antiviral activity, cell-based, CPE readout (AID 1621); West Nile virus-infected cells, CPE inhibition; higher % means a stronger effect; one-dose CPE inhibition, % at 10 µM; IC50 in µM for titrated hits; 0.02% of 290,000 active; in the data active = a potency from the dose series; also: strong numbers were not always called active
RSV antiviral HEp-2: RSV antiviral activity via CPE protection, HEp-2 cells, primary 10 µM value included (AID 2391) | HEp-2 cells, RSV-induced CPE inhibition; higher % means a stronger effect | CPE inhibition, % at 10 µM; hits with a dose series show IC50 in µM | 0.13% of 310,000 active; in the data active = a potency from the dose series; also: strong numbers were not always called active
XIAP displacement: XIAP antagonists, biochemical, IAP family, fluorescence polarization (AID 1018); E3 ubiquitin-protein ligase XIAP (Homo sapiens); XIAP BIR domain, fluorescence polarization peptide displacement; higher % means a stronger effect; displacement, % at 20 µM; hits with a dose series show IC50 in µM; 0.007% of 200,000 active; in the data active = displacement above about 50%; also: a part of the inactive calls stands beside numbers as strong as those of hits
NS5 inhibitors: Dengue-2 NS5 methyltransferase inhibitors, primary screen, biochemical, confirmation dose response (AID 588689); Dengue-2 NS5 methyltransferase capping enzyme assay, biochemical; higher % means a stronger effect; 0.3% of 340,000 active; inhibition, % at 25 µM; hits with a dose series show IC50 in µM; Genome polyprotein (Dengue virus type 2 (strain 16681-PDK53)); in the data active = a potency from the dose series
UTI89 phage lysis: inhibition of K1F phage lysis, E. coli UTI89, bacterial capsule biogenesis inhibitors, alamar blue (AID 488966); E. coli UTI89 K1F phage lysis, alamar blue, 2 h; higher % means a stronger effect; inhibition, % at 100 µM; hits with a dose series show IC50 in µM; 0.02% of 340,000 active;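 active = phage lysis inhibition, versus mean bacterial control, above a set limit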;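 also: capsule biogenesis inhibitors block K1F phage lysis so surviving cells raise fluorescence; higher fluorescence means more inhibition of phage lysis; actives were called in the ten point dose series up to 300 µM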
ER stress rescue: rescue of cells from ER stress-induced death, primary screen, 384-well, CSM14.1, thapsigargin, ATP luminescence (AID 1222). CSM14.1 thapsigargin-induced death rescue, ATP luminescence; higher % means a stronger effect. cellular ATP content (survival), % at 20 µM; hits with a dose series show EC50 in µM. 190,000 tested, under 10 active;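 active = EC50 below 50 µM in the dose-response confirmation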;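 also: death triggered by thapsigargin at about 15 µM added after 2 h compound pretreatment; cell ATP read after overnight thapsigargin exposure of roughly 18 to 22 hours; normalized against plate controls of thapsigargin alone and 5% DMSO vehicle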
SV40 large T antigen: SV40 large T antigen inhibitors, biochemical (AID 1903); SV40 large T antigen ATPase/helicase inhibition assay; higher % means a stronger effect; 0.39% of 310,000 active; one-dose inhibition, % at 20 µM; IC50 in µM for titrated hits; in the data active = a potency from the dose series; also: strong numbers were not always called active
WT yeast gro inh mutant strain: recorded beside WT yeast gro inh, whose call it bears; inhibition, %; mitochondrial fusion phenotypic screen, mutant strain inhibition
NS5 inhibitors pilot replicate: second read-out of NS5 inhibitors, no call of its own (marks repeat the call); inhibition, %; measured here: pilot screen replicate inhibition
* = called active by the depositor; i = inactive; / = not tested or not shown; [ ] = dose if it differs, or a comment. Rows were taken by chance; 2.2% or so of the library scored in one or more.

SMILES	WT yeast gro inh	WT yeast gro inh mutant strain	Yfh1-depleted yeast	West Nile virus CPE	RSV antiviral HEp-2	XIAP displacement	NS5 inhibitors	UTI89 phage lysis	ER stress rescue	SV40 large T antigen	others
N#CC1=C(N)Oc2cc(N)ccc2C1c1ccccc1Cl (stereo unspecified)	/	/	/	0.4%	0.4%	/	-6%	0.2%	/	11%	NS5 inhibitors pilot replicate=-3.7
CN(C[C@@H](Cc1cccc2ccccc12)N(C[C@H](Cc1ccccc1)N(CCc1ccccc1)N=O)N=O)N=O	7	7	i	-0.2%	1.9%	0.2%	-1%	-0.5%	-0.3%	5%
O=C(N/N=C/c1ccc([N+](=O)[O-])o1)c1ccncc1	/	/	i	0.2%	-0.4%	/	/	/	/	10%
O=C(COC(=O)c1ccccc1C(=O)c1ccc(Cl)cc1)NC(c1ccccc1)c1ccccc1	12	2	i	-0.1%	2.1%	-14%	-3%	0.7%	-1.0%	-1%
COc1cccc(N(C(=O)c2ccco2)C(C(=O)NC2CCCC2)c2ccc(N3CCOCC3)cc2)c1 (stereo unspecified)	/	/	/	-1.1%	2.3%	/	-6%	1.6%	/	6%
CCC(C)C(NC(C)=O)C(=O)NC(=O)NC(c1ccccc1)c1ccccc1 (stereo unspecified)	0	-2	i	-0.8%	0.5%	-6.0%	-5%	-0.4%[50 µM]	-2.8%	4%
CCC(=O)Nc1ccc(Oc2ccc(NC(=O)CC)c(NC(=O)CC)c2)cc1	-20	16	i	-0.1%	3.6%	-7.0%	-2%	0.3%	-1.3%	7%
CCOc1ncccc1C(=O)Nc1ccc2c(C)cc(=O)oc2c1	18	17	i	0.5%	3.1%	-5.7%	-3%	0.4%	/	4%
COc1ccc(NC(=S)N(Cc2cccnc2)Cc2cc3cc(OC)c(OC)cc3[nH]c2=O)cc1	8	7	i	-0.1%	-1.6%	-6.7%	-5%	-0.3%	-0.5%	27%
CCn1c(=O)c(C(=O)NNC(=O)c2ccc(Cl)cc2Cl)c(O)c2ccccc21	/	/	/	-0.5%	4.6%	/	-6%	0.0%	/	18%
COc1ccc(C2(C(=O)NCCCN3CCOCC3)CCOCC2)cc1	8	20	i	0.2%	2.0%	-0.5%	-3%	0.0%	-1.4%	7%
Cc1[nH]c2ccccc2c1/C=N\NC(=O)CNc1ccc2c(c1)OCO2	-6	-8	i	0.0%	2.9%	-113%	5%	0.2%	-1.0%	18%
CCOc1ccc(CCNC(=O)c2ccccc2OCc2c(C)noc2C)cc1OCC	/	/	/	/	0.9%	/	-5%	1.4%[50 µM]	/	5%
Cc1ccc(-c2cc(N)n3nc(-c4ccc(C)cc4)cc3n2)cc1	-1	-1	/	/	3.4%	-0.4%	1%	0.6%	-1.4%	2%
Cc1cccc2c1-c1sc(C(=O)Nc3nccs3)cc1CO2	0	22	i	0.2%	1.3%	-3.5%	-1%	0.1%	-1.1%	4%
CCc1ccc(CCC(=O)Nc2nnc(CC)s2)o1	-12	-90	i	-0.4%	-0.4%	-2.8%	-5%	1.1%	0.1%	11%
Cc1cc(C(=O)CSc2nnc(-c3ccccc3)o2)c(C)n1CC1COc2ccccc2O1 (stereo unspecified)	16	-2	i	-0.5%	-0.2%	-5.1%	4%	0.4%	-4.9%	6%
Cc1occc1C(=O)NNC(=S)Nc1ccccc1	-1	0	i	/	0.8%	-3.1%	-2%	3.7%	-2.5%	11%
CCCC(=O)Nc1ccccc1NC(C)=O	-8	5	i	0.2%	1.6%	-10%	-9%	0.2%	-1.1%	2%
CCC(=O)Nc1cc(C(F)(F)F)ccc1N1CCOCC1	0	-21	i	-0.5%	1.4%	-7.0%	-9%	-1.4%	2.1%	6%
CCOC(=O)c1ccc2[nH]c3c(c2c1)CCCC3O (stereo unspecified)	-10	-1	i	-0.3%	55%	-1.5%	-5%	0.0%	-1.3%	14%
CCOC(=O)Cn1c(-c2ccccc2)ccc(C#N)c1=O	-4	3	i	0.0%	-0.5%	-17%	-4%	-0.5%	-1.0%	2%
O=C(CSc1nc2ccccc2[nH]1)NCCN1CCCCC1	2	-29	i	0.0%	-0.1%	-4.4%	-2%	1.8%	2.9%	7%
Cc1nn(CC(=O)N/N=C/c2ccc3c(c2)OCO3)c(C)c1Br	5	-11	i	-0.3%	0.8%	0.6%	-2%	1.0%[50 µM]	-0.7%	36%
COCCNC(=O)C1Cc2c(ccc3ccccc23)O1 (stereo unspecified)	3	8	i	-0.8%	0.7%	-13%	-3%	-0.3%	-1.2%	4%
CCc1nnc(NC(=O)Cc2ccc(Br)cc2)s1	-21	-2	i	0.2%	1.3%	-6.4%	-3%	-0.5%	-0.6%	7%
O=C(CCCN1C(=O)c2ccccc2C1=O)N1CCOCC1	-8	8	i	0.6%	-1.2%	-2.5%	-4%	-1.6%	1.5%	14%
Cc1ccc(C)c(S(=O)(=O)N2CCCOC2CNC(=O)C(=O)NCCC2=CCCCC2)c1 (stereo unspecified)	-10	-14	i	-1.0%	5.1%	-2.9%	-7%	3.0%	0.3%	8%
O=C(c1cc2ccccn2n1)N1CCN(Cc2ccccc2)CC1	0	-2	i	-0.2%	3.0%	-3.6%	-6%	-1.0%	-1.4%	12%
O=C(CN1C(=O)NC2(CCCC2)C1=O)N1CCN(S(=O)(=O)c2ccccc2)CC1	-12	11	i	0.7%	1.1%	-12%	10%	0.1%	-0.7%	0%
COc1ccccc1C(=O)COC(=O)COc1cccc2c1OC(C)(C)C2	/	/	/	-0.1%	8.0%	/	-3%	0.1%[50 µM]	/	21%
CO/N=C/CC(=O)c1ccc(OC)cc1	8	6	i	-0.3%	1.5%	-6.3%	-1%	0.4%	-0.6%	-5%
CCc1cc(C(=O)OC)c(NC(=O)CC2SC(N)=NC2=O)s1 (stereo unspecified)	11	-7	i	0.3%	2.5%	-8.7%	-3%	0.2%	-2.4%	-4%
CC(C)Nc1nc(NC(C)C)nc(NS(=O)(=O)c2ccc(N)cc2)n1	9	6	i	0.0%	-0.3%	-8.9%	-4%	0.5%	0.9%	6%	NS5 inhibitors pilot replicate=0.6
COc1ccc(OC)c(NC(=O)c2cc3oc4ccccc4c3cc2O)c1	/	/	i	-0.9%	4.9%	/	-3%	0.9%	/	12%
OCCN1CCN(CC(O)COC(c2ccc(F)cc2)c2ccc(F)cc2)CC1 (stereo unspecified)	/	/	/	0.3%	-1.0%	/	-2%	1.2%[50 µM]	/	6%

Some of these compounds in order of count of non-hydrogen atoms, highest first.
SMILES	WT yeast gro inh	WT yeast gro inh mutant strain	Yfh1-depleted yeast	West Nile virus CPE	RSV antiviral HEp-2	XIAP displacement	NS5 inhibitors	UTI89 phage lysis	ER stress rescue	SV40 large T antigen	others
O=C(CN1C(=O)NC2(CCCC2)C1=O)N1CCN(S(=O)(=O)c2ccccc2)CC1	-12	11	i	0.7%	1.1%	-12%	10%	0.1%	-0.7%	0%
COc1ccccc1C(=O)COC(=O)COc1cccc2c1OC(C)(C)C2	/	/	/	-0.1%	8.0%	/	-3%	0.1%[50 µM]	/	21%
CC(C)Nc1nc(NC(C)C)nc(NS(=O)(=O)c2ccc(N)cc2)n1	9	6	i	0.0%	-0.3%	-8.9%	-4%	0.5%	0.9%	6%	NS5 inhibitors pilot replicate=0.6
O=C(c1cc2ccccn2n1)N1CCN(Cc2ccccc2)CC1	0	-2	i	-0.2%	3.0%	-3.6%	-6%	-1.0%	-1.4%	12%
CCc1cc(C(=O)OC)c(NC(=O)CC2SC(N)=NC2=O)s1 (stereo unspecified)	11	-7	i	0.3%	2.5%	-8.7%	-3%	0.2%	-2.4%	-4%

The list continues.
SMILES	WT yeast gro inh	WT yeast gro inh mutant strain	Yfh1-depleted yeast	West Nile virus CPE	RSV antiviral HEp-2	XIAP displacement	NS5 inhibitors	UTI89 phage lysis	ER stress rescue	SV40 large T antigen	others
Cc1ccc(S(=O)(=O)N2CCC(C(=O)OCC(=O)N(C)c3ccccc3)CC2)cc1C	/	/	/	/	0.0%	/	2%	-0.3%[50 µM]	/	20%
CSc1ccccc1OCc1cc(C(=O)N(C)CC2COCCO2)no1 (stereo unspecified)	/	/	/	-0.5%	0.0%	/	-5%	1.4%[50 µM]	/	8%
Cc1ccc2[nH]c(=O)c(CN(Cc3cccnc3)Cc3nnnn3CC3CCCO3)cc2c1 (stereo unspecified)	/	/	i	-0.1%	1.0%	/	-7%	0.1%	/	/
COc1ccc(NC(=O)C2CC(c3ccccc3O)=NO2)cc1OC (stereo unspecified)	/	/	/	-0.8%	-0.2%	/	/	1.9%	/	20%
Cc1nc2ccccc2nc1SCC(=O)c1ccccc1	12	5	i	-0.9%	0.1%	-3.9%	-5%	6.5%	1.0%	14%
CC(=O)Nc1sc(N/N=C\c2cccc(Cl)c2)nc1-c1cccs1	8	16	i	-0.6%	5.1%	-4.1%	-6%	0.0%[50 µM]	0.2%	19%
Cc1ccccc1N1CCN(C2CCCN(C(=O)CCN3CCCCC3=O)C2)CC1 (stereo unspecified)	/	/	/	-0.9%	-1.4%	/	2%	0.1%	/	2%
CCC1=NN2C(=N)/C(=C\c3cccn3-c3c(C)cccc3C)C(=O)N=C2S1	55	38	i	0.0%	21µM*	-3.5%	26%	0.2%	-1.4%	24%
CCCN1C(=O)C(NC(=O)c2ccncc2)(C(F)(F)F)C2=C1CC(C)(C)CC2=O (stereo unspecified)	23	30	i	0.2%	0.3%	-1.8%	0%	2.5%	-0.6%	-1%
COc1ccc(/C=N/Nc2cc(C)nc(N3CCOCC3)n2)cc1OC	/	/	i	1.1%	2.9%	/	/	/	/	4%
c1ccc2c(c1)CNc1ccccc1C2	20	10	i	-0.9%	0.8%	-0.7%	3%	0.3%	/	16%
O=S(=O)(c1ccc(Oc2ccc(S(=O)(=O)N3CCOCC3)cc2)cc1)N1CCOCC1	19	5	i	0.1%	-1.2%	-2.5%	-2%	0.4%	-0.8%	3%
CCOc1ccccc1C1CC(=O)Nc2cc3c(cc21)OCO3 (stereo unspecified)	-7	-20	i	0.2%	2.2%	-3.2%	-9%	-0.1%	2.1%	4%	NS5 inhibitors pilot replicate=-7.2
Cn1nc(C(=O)N2CCN(c3ccccn3)CC2)c2ccccc2c1=O	/	/	/	/	-1.5%	/	-2%	1.2%[50 µM]	/	5%
Cc1ccc([N+](=O)[O-])c(C(=O)Nc2cccnc2Cl)c1	0	-3	i	2.1%	-0.2%	-14%	-5%	0.1%	/	13%
Cc1ccc(CCNC(=O)C2CCCN(S(=O)(=O)c3cnc[nH]3)C2)cc1 (stereo unspecified)	2	-3	i	-0.1%	0.2%	-1.7%	-4%	-3.9%	/	15%
Cc1noc(C)c1COC(=O)c1ccc(S(=O)(=O)NCc2ccco2)cc1	-2	-6	i	0.3%	11%	3.5%	2%	-0.3%	-2.4%	15%
Cc1ccc(S(=O)(=O)Nc2c(NC3CCCCC3)c3ccccc3oc2=O)cc1	/	/	/	1.2%	-0.3%	/	-15%	-0.1%	/	2%
